Screening data from PubChem BioAssay.
DAGLB inh: DAGLB lipase inhibitors, primary screen, biochemical, fluorescence, HTS. 0.059% of 340,000 active. inhibition, % at 5.17 µM. AID 504411, 2011. HEK293T DAGLB membrane lysate, EnzChek fluorogenic substrate; in the data active means inhibition above about 34%;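 further: 0% = enzyme with vehicle and 100% = wells lacking enzyme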
PKA-R2B activ: activators of PKA-R2B holoenzyme, primary screen, biochemical, fluorescence polarization, Cy5-IP20, human | AID 504700, 2011 | 0.079% of 340,000 active | activation, % at 11.4 µM | PKA-R2B holoenzyme dissociation; R2B truncated from residue 108, S112A mutant; 0% DMSO only, 100% 113 µM cGMP | cAMP-dependent protein kinase catalytic subunit beta (Homo sapiens) + cAMP-dependent …;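 active means activation above a cutoff set at the mean over all compounds plus 3 SD, cut at about 18% in these data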;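 further: higher means more holoenzyme dissociation and a rise in polarization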
AddAB inh: growth inhibition of E. coli expressing H. pylori AddAB, primary screen, AddAB inhibitor project, absorbance; 0.29% of 330,000 active; inhibition, % at 11.9 µM; AID 435030, 2010; in the data active means inhibition above about 12%;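 further: 0% = vehicle wells of infected cells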
PKA-R1A act: activators of PKA-R1A holoenzyme, primary screen, biochemical, fluorescence polarization, Cy5-IP20, bovine R1A, mouse PKAc | AID 504707, 2011 | activation, % at 11.4 µM | 0.083% of 340,000 active | PKA-R1A dissociation; scaled: DMSO 0%, 113 µM cGMP 100% | cAMP-dependent protein kinase type I-alpha regulatory subunit (Bos taurus) + …;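 active means percent activation above the mean of all tested compounds plus 3 SD, cut at about 19% in these data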;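 further: higher means more PKAc released from R1A so a rise in polarization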
HTR5A ag: HTR5A agonists in luminescence cell assay, primary screen, counter-screen for OPRM1-OPRD1 heterodimer agonist project, full-deck HTS. 5-hydroxytryptamine receptor 5A (Homo sapiens), P47898. cell-based. AID 504692, 2011. 0.61% of 340,000 active. activation, % at 9.3 µM; in the data active means activation mostly above about 9.5%, no sharp cut-off; inactive means mostly below about 7.6%;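 further: 0% = cells with vehicle only and 100% = reference agonist; strong numbers were not always called active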
Target sequence (P47898 whole entry, looked up): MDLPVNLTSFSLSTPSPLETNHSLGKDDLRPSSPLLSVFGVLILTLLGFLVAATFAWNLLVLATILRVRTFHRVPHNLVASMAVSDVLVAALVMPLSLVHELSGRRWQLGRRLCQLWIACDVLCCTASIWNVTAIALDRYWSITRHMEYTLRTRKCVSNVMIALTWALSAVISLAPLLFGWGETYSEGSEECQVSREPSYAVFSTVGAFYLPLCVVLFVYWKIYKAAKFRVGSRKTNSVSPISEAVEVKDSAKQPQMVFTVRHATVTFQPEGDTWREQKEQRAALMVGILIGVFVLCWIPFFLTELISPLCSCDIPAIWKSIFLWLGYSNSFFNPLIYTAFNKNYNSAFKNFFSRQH
CDK5 inh: inhibitors of human CDK5/p35 kinase, primary screen, biochemical, single concentration | Cyclin-dependent kinase 5 (Homo sapiens) + Cyclin-dependent kinase 5 activator 1 (Homo … | Recombinant CDK5/p35, ADP-Glo luminescence, 60 min | inhibition, % at 10 µM | 0.01% of 330,000 active | AID 488839, 2010;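 active means highest replicate inhibition of at least 50% and at least 75% of replicates reaching 50%; inconclusive means only one of the two criteria met; inactive means both criteria failed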;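 further: plate controls were DMSO neutral control for no effect and GW8510 at 10 µM for full effect; many of its hits are not listed in these tables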
Target sequence (Q00535 whole entry, looked up): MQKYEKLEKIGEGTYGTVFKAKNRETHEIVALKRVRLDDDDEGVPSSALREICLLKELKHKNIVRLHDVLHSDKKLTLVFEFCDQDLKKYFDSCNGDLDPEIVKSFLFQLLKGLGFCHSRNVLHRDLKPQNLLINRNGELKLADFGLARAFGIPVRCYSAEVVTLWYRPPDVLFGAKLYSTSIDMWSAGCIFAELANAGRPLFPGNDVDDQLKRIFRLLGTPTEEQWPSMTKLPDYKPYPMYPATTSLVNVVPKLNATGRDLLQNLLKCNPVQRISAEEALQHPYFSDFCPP
Target sequence (Q15078 whole entry, looked up): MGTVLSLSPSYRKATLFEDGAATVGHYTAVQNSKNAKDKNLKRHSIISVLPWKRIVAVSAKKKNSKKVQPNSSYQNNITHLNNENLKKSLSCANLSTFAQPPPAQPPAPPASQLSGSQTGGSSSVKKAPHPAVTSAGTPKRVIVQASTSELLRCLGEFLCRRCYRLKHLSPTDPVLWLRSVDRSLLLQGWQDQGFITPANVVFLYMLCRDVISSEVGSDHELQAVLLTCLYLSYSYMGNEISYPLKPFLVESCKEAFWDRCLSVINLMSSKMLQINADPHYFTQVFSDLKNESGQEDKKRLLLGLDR
phage Ecoli inh: growth loss of phage-infected E. coli, primary screen, RecBCD inhibitor project, absorbance, with phage, HTS. inhibition, % at 11.9 µM. 0.26% of 360,000 active; in the data active means inhibition above about 11%
HTR5A inv ag: HTR5A inverse agonists in luminescence cell assay, primary screen, counter-screen for OPRM1-OPRD1 heterodimer inverse agonist project, full-deck HTS; 5-hydroxytryptamine receptor 5A (Homo sapiens), P47898; HTR5A cell line, inverse agonism; inhibition, % at 9.3 µM; 0.083% of 340,000 active; AID 504634, 2011; in the data active means inhibition mostly above about 23%, no sharp cut-off; inactive means mostly below about 18%;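 further: 0% = cells with DMSO and 100% = no-cell wells with DMSO; some compounds called inactive have numbers as strong as hits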
Tat transport: E. coli Tat export inhibitors, primary screen, MC4100, TorA-mCherry reporter, fluorescence, single point; inhibition, % at 10 µM; 0.036% of 340,000 active;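 active means mean replicate inhibition at least 50% and at least half of replicates individually reaching 50%; inconclusive means only one of the two criteria met; inactive means neither criterion met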;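 further: exported cargo escapes ClpAP degradation while cytoplasmic cargo is degraded and loses fluorescence; 0% = median of neutral control wells and 100% = median of NaSCN control wells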
Mot1-301 SUMO: yeast Mot1-301 growth rescue at high temperature, primary screen, SUMOylation pathway inhibitor project, S. cerevisiae, ATP luminescence, 38.5C. S. cerevisiae Mot1-301 growth rescue; percent above DMSO median, 100 means doubled. growth rescue, % at 18.8 µM. 1% of 320,000 active;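 active means every valid replicate shows activation above 250% relative to neutral control wells; inactive means the rest, any valid replicate at or below 250%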;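 further: OY570 slx delta 5 strain wells were the positive control but not used for scaling; some compounds called inactive have numbers as strong as hits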
E coli growth: E. coli V3065 growth inhibition, primary screen, counter-screen for AddAB inhibitor project, absorbance, OD600. 18 h. inhibition, % at 11.9 µM. 0.27% of 330,000 active. AID 449728, 2010;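 active means inhibition above the campaign's mean inhibition across all tested compounds plus 3 SD, cut at about 9.9% in these data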;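 further: uninfected addAB+ strain grown without phage in ampicillin broth; 0% = DMSO wells and 100% = ciprofloxacin 0.95 µg/ml wells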
* marks the source's active call; other numbers are inactive results; ? = inconclusive; . = no result given.

SMILES	DAGLB inh	PKA-R2B activ	AddAB inh	PKA-R1A act	HTR5A ag	CDK5 inh	phage Ecoli inh	HTR5A inv ag	Tat transport	Mot1-301 SUMO	E coli growth
CCOc1ccc(CCNC(=O)c2oc3c(c2C)-c2[nH]ncc2CC3)cc1OCC	2	-10	1.0	6	8	0.6	5.0	-15	-2	0	-1.3
COCCn1c(=O)[nH]c2cc(C(=O)Nc3cc(C)cc(C)c3)ccc2c1=O	4	-12	0.9	-7	-3	-0.3	0.9	7	2	381	-1.1
CC1=C(C#N)C(c2cn(-c3ccccc3)nc2-c2cccs2)C(C#N)=C(C)N1	-4	-15	2.3	-5	6	8.4	0.8	2	?	-29	1.7
O=C(O)c1c(Cl)cccc1Cl	0	-4	-0.8	8	0	-0.1	1.8	2	12	-5	0.3
CCOC(=O)C1CCN(Cc2c(F)cccc2Cl)CC1	1	7	1.8	5	3	1.7	2.5	-3	10	-5	-1.9
CCOC(=O)C1=C(N2CCCCC2)c2cc3c(n2C1=O)CCCC3	6	-6	3.3	-9	0	1.1	0.8	-8	0	-13	1.1
CC(C)(C)C1CCc2c(sc(NC(=O)c3ccncc3)c2C(N)=O)C1 (stereo not drawn)	1	-8	-1.9	-5	-1	0.5	1.8	-1	5	381	-5.0
CCOC(=O)c1nn(-c2ccc(Cl)cc2)c(=O)c(C#N)c1C	-4	-3	1.3	-6	0	0.0	-1.3	2	-8	-10	-0.1
CCC1(CC)CNC(=O)NC1	1	-2	.	-12	-4	1.4	2.7	17	-3	.	.
Cc1ccc(Oc2ccc(C=O)cn2)cc1	-3	8	2.6	-5	0	-1.2	4.7	-1	9	2	0.2
COCCCNC(=O)CCc1ccc(S(=O)(=O)Nc2ccc(C)cc2)cc1	-2	4	1.4	-2	-3	2.6	3.0	11	-7	4	-0.2
CCOC(=O)c1sc(-c2ccc(C(F)(F)F)cc2)nc1O	1	-4	0.4	15	-3	-0.4	3.2	22	-1	-5	-1.3
CCCCCCSc1ccc([C@H]2N[C@@](CC(C)C)(C(=O)OC)[C@H]3C(=O)N(C)C(=O)[C@@H]23)cc1	-20	-10	1.8	-10	-2	1.3	3.5	0	12	2	0.5
CCOc1ccc2[nH]c(=O)c(CN(Cc3ccc(C)cc3)C(=O)N3CCCC3)cc2c1	3	2	-0.9	6	4	-0.4	-0.5	-11	-5	-1	-0.5
Cc1ccnc(NC(=O)c2cccc([N+](=O)[O-])c2C)c1	3	-10	3.3	4	2	1.7	3.2	-5	19	-1	1.6
COCCn1c(=O)[nH]c2cc(C(=O)N3CCN(c4ccccc4F)CC3)ccc2c1=O	2	12	2.9	1	-1	-0.7	.	-2	-4	-9	0.3
COc1cc(C(=O)NCc2nnc(SCC(=O)N3CCCCC3)o2)cc(OC)c1OC	-6	-7	-0.7	8	-3	-1.8	1.9	5	3	-3	-1.6
O=C(NCc1cccnc1)c1cccnc1Sc1ccc(Cl)cc1	-1	0	1.0	-2	0	-1.2	5.1	0	3	-4	-0.8
Cc1nn(CC2CC2)c(=O)n1-c1ccccc1F	1	1	0.3	0	-2	-0.5	-0.3	9	-2	-6	-0.7
Cc1ccccc1Cn1ccc(-c2ccc(Cl)cc2)c(C#N)c1=O	-1	-6	1.4	0	0	-0.1	4.2	-8	4	394	0.8
CCOc1cccc2sc(N(CCN(CC)CC)C(=O)c3ccc(S(=O)(=O)N4CCCCC4)cc3)nc12	-1	0	0.8	-4	2	-0.7	3.0	14	-5	-14	-0.3
Cc1ccc2[nH]c(=O)c(CN(CC3CCCO3)C(=S)NCc3ccco3)cc2c1 (stereo not drawn)	5	-5	2.7	-7	-3	-2.9	2.1	-9	5	-13	0.2
Clc1ccc(CN=C2Nc3ccccc3CS2)cc1	-4	-2	1.0	4	2	1.1	4.0	10	-8	-30	0.1
CCCCn1c(CCC(=O)O)nc2cc(S(=O)(=O)N3CCCC3)ccc21	-1	2	-0.2	-1	8.3*	-1.2	-0.2	-30	2	-14	-0.2
COc1ccc(NC(=O)CN(C)C(=O)c2cccc(S(=O)(=O)N3CC4(C)CC3CC(C)(C)C4)c2)cc1 (stereo not drawn)	-2	-1	1.4	2	5	3.5	-3.1	-14	1	-17	-0.9
CCn1c(=O)c(C(=O)NNC(=O)c2cccc(Cl)c2)c(O)c2ccccc21	6	1	-0.8	3	12	-2.2	0.0	-29	4	-25	-2.3
CN(C)c1ccc(C2Nc3ccccc3C(=O)N2NS(C)(=O)=O)cc1 (stereo not drawn)	-1	5	.	-1	-2	1.9	0.8	6	6	9	.
c1ccc2sc(-c3ccc4c(c3)OCO4)nc2c1	-17	0	1.1	0	-2	4.5	.	14	-9	-38	0.2
CC1S/C(=N/N=C2CCCCC2)NC1=O (stereo not drawn)	1	-4	2.2	5	-2	3.3	6.6	-12	-13	-19	2.1
CCC(C)NC(=O)c1cc2cc3ccc(OC)cc3nc2s1 (stereo not drawn)	-2	3	4.0	-2	-2	-0.6	2.8	13	-6	-17	1.6
Cc1ccc(-c2c[n+](CC(=O)Nc3nc(-c4ccc(F)cc4)cs3)c3n2CCC3)cc1	6	0	3.7	-9	6	0.7	6.6	43	2	19	-1.2
COc1ccc(CCNC(=O)[C@@H](NC(N)=O)C(C)C)cc1	1	-1	1.5	-3	0	0.6	3.4	0	3	4	1.4
Cn1ccnc1SCCNC(=O)CCc1nnc(CCc2ccccc2)o1	-1	-11	0.6	-5	-1	-1.1	5.0	3	-10	1	1.5
COCCc1nnc(NC(=O)C(C)C)s1	0	-2	0.6	11	-3	-1.2	3.7	-8	-6	0	-1.8
CCOC(=O)NC(NCc1cccc(C(F)(F)F)c1)(C(F)(F)F)C(F)(F)F	-1	-12	3.3	2	-2	-0.2	2.7	-19	-7	2	-0.3
CC(O/N=C(\N)c1ccccc1)C(=O)Nc1cccc(C(F)(F)F)c1 (stereo not drawn)	-3	3	2.7	-2	-8	0.7	1.7	21	4	-6	1.6
O=C(NCc1ccccc1)C1=C[C@H](C2CC2)C[C@H](OCCCCO)O1	-1	3	1.6	-2	5	0.3	1.7	-14	-3	12	-3.5
CC(C)C1=NN(C(=O)c2ccccc2)C(O)(C(C)(C)C)C1 (stereo not drawn)	0	4	1.5	7	0	-0.5	3.7	3	-4	86	0.3
Cn1c(C(C(=O)NCC2CCCO2)N(C(=O)Cn2nnc3ccccc32)C2CCCCC2)nc2ccccc21 (stereo not drawn)	0	-8	-1.4	3	-1	-0.3	2.3	1	-1	-7	-0.7
Cc1ccc(Oc2nc(CN3CCOCC3)nc3sc4c(c23)CCC(C)C4)cc1 (stereo not drawn)	-7	-3	0.1	7	2	0.0	2.0	2	14	80	-4.6

Pulled by structure from the entries so far:
SMILES	DAGLB inh	PKA-R2B activ	AddAB inh	PKA-R1A act	HTR5A ag	CDK5 inh	phage Ecoli inh	HTR5A inv ag	Tat transport	Mot1-301 SUMO	E coli growth
CC(O/N=C(\N)c1ccccc1)C(=O)Nc1cccc(C(F)(F)F)c1 (stereo not drawn)	-3	3	2.7	-2	-8	0.7	1.7	21	4	-6	1.6
Cc1ccc(-c2c[n+](CC(=O)Nc3nc(-c4ccc(F)cc4)cs3)c3n2CCC3)cc1	6	0	3.7	-9	6	0.7	6.6	43	2	19	-1.2

(list continues)
SMILES	DAGLB inh	PKA-R2B activ	AddAB inh	PKA-R1A act	HTR5A ag	CDK5 inh	phage Ecoli inh	HTR5A inv ag	Tat transport	Mot1-301 SUMO	E coli growth
COc1ccc(N(CC(=O)Nc2cc(C)ccc2OC)S(=O)(=O)c2c(C)noc2C)cc1	1	-1	0.3	-1	-2	-0.3	2.6	18	8	0	0.0
Cc1nc(CSc2ccccc2)cc(=O)[nH]1	0	-14	-1.4	-13	-5	-8.9	3.6	14	15	-17	2.3
COC(=O)/C(=C\Nc1ccccc1N)c1ncc(C(F)(F)F)cc1Cl	-3	-4	2.7	-4	-1	-1.1	5.0	-15	-1	3	4.5
CS(=O)(=O)c1ccc(-c2cccc(NC(=O)COc3ccccc3)c2)nn1	3	-5	3.5	-2	0	1.6	3.2	1	-4	-13	1.0
Nc1ccccc1C#Cc1ccc2[nH]ccc2c1	2	-19	2.8	-9	7	1.5	-1.6	-18	0	-8	0.8
Cn1c(=S)c2[nH]c(SCc3cccnc3)nc2n(C)c1=O	-3	-8	.	-15	0	3.1	3.1	0	-7	.	.
Cn1c(N)c(C(=O)NCc2ccccc2)sc1=S	0	-7	-1.3	1	3	-0.8	2.0	4	-6	10	-3.1
Cc1cc2c(c(SCC(=O)N(C)c3ccccc3)n1)C(=O)OC2	-2	-1	1.3	-8	2	0.8	1.4	-6	3	1	0.5
COc1ccccc1N(CC(=O)NCCN1CCOCC1)S(=O)(=O)c1ccccc1	-1	1	1.2	-5	-3	0.1	3.2	9	-3	-20	0.8
CCc1cccc(CC)c1NC(=O)COC(=O)c1ccccc1-c1nc2ccccc2s1	-14	2	0.2	-3	2	0.6	2.3	1	2	2	2.0
COc1ccc(CCNC(=O)C(=O)Nc2nccs2)cc1OC	-1	-7	-0.1	-5	0	-0.4	2.8	2	6	3	-1.7
Cn1c(SCC(=O)NNC(=O)c2ccc(Br)cc2)nnc1-c1cccnc1	-2	-11	5.4	-8	-1	-0.5	1.6	5	-19	-3	-1.4
CN1CCN(S(=O)(=O)c2cccc(C(=O)Nc3nccs3)c2)CC1	-1	-12	0.4	2	-1	0.2	6.0	3	1	-2	-1.2
COc1cccc(CNC(=O)c2ccc(OC)c(S(=O)(=O)NC3CCCC3)c2)c1	4	5	-0.7	-3	-1	1.3	3.4	-17	4	-12	2.4
CCCCNC(=O)Cn1c(=O)oc2cc(S(=O)(=O)N3CC(C)CC(C)C3)ccc21 (stereo not drawn)	1	-7	-0.7	5	-5	2.3	0.5	13	-2	-4	-0.9
COc1ccccc1C1=NOC(COC(=O)c2ccc3ccccc3n2)C1 (stereo not drawn)	-6	-6	-1.3	10	-2	-2.6	-2.9	17	0	18	-1.1
O=C(Cc1ccc(-n2c(=O)[nH]c3ccccc3c2=O)cc1)N1CCN(c2cccc(Cl)c2)CC1	4	-2	0.9	-7	-3	0.5	0.0	8	-2	-5	-1.1
COc1nnc(-c2ccc(C)c(S(=O)(=O)NCC3CCCO3)c2)c2ccccc12 (stereo not drawn)	-1	0	1.1	-4	2	1.2	-0.8	10	5	-5	-3.2
Cc1ccccc1CNC1CCCCC1	1	-9	3.3	-9	-3	-2.7	1.2	-55	-6	-18	-0.4
Cc1cccnc1NC1OC(=O)c2ccccc21 (stereo not drawn)	2	-1	0.7	-17	-1	-0.8	3.0	5	7	143	-0.2
